C8 TRAIL sens = sensitizes caspase-8 expressing cells to TRAIL; NB7+C8 cells + TRAIL, ATPlite viability luminescence; inhibition (viability loss, TRAIL sensitization), % at 10 µM; 360,000 compounds, 1% hits; AID 624354;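 active = compounds causing at least 50% loss of cell viability in the single-dose screen, relative to plate controls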
KKLEB tox = reduces viability of KKLEB cystic fibrosis airway cells; KKLEB CF airway cells viability, ATPlite luminescence, overnight; active compounds read low; cells stimulated with P. aeruginosa culture filtrate; activity change (cytotoxicity), % at 5 µM; 360,000 compounds, 0.36% hits; AID 602141;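 active = corrected activity change at or below -50% at 5 µM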
SRC1 inh = inhibitors of human steroid receptor coactivator 1 (SRC1); Q15788; 360,000 compounds, 0.12% hits; HEK293 GAL4-SRC1 luciferase reporter, luminescence; inhibition, % at 3.6 µM;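 active = inhibition above the campaign mean plus 3 SD, with each screening campaign given its own cutoff, cut at about 60% in these data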;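 also: 0% = DMSO treated cells and 100% = gossypol at 36 µM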
CF NFkB block = inhibitors of cystic fibrosis induced NF-kB; 360,000 compounds, 0.86% hits; inhibition, % at 5 µM; KKLEB NF-kB-GFP reporter, PAF-induced, GFP fluorescence overnight; AID 588850;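 active = at least 50% inhibition at 5 µM, scaled per plate between neutral and stimulator controls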;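 also: PAF is a Pseudomonas aeruginosa culture filtrate used as stimulus; plate controls were PAF-stimulated DMSO wells for no effect and unstimulated DMSO wells for full effect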
NR2F2 inh = NR2F2 (human) inhibition, primary screen; HEK293T NGFI-A luciferase reporter, luminescence; inhibition, % at 8.6 µM; 370,000 compounds, 0.7% hits; AID 686940;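 active = inhibition above a per-plate cutoff, mean inhibition of test wells between control levels plus 3 SD, cut at about 38% in these data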;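 also: cells cotransfected with COUP-TFII expression vector driving the NGFI-A reporter; 0% = median of COUP-TF2 test wells and 100% = reporter-only cells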
Target sequence (P24468 whole entry, looked up): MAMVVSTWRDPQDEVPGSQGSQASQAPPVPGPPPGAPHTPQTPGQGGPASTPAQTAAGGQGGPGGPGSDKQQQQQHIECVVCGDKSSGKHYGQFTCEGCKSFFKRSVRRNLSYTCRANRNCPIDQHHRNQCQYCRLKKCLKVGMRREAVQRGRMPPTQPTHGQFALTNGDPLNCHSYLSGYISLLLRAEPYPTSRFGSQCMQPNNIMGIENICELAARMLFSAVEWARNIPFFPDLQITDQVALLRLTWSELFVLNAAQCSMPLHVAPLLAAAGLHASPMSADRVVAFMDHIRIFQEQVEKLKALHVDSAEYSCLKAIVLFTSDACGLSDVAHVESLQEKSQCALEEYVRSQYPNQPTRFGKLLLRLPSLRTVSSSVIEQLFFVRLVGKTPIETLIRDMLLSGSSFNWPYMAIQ
Shn3 inh set2 = reduces Shn3 3'UTR luciferase signal in osteoblasts. Clone20 osteoblast Shn3 3'UTR firefly luciferase, 24 h. inhibition, % at 12.5 µM. 360,000 compounds, 0.52% hits;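 active = mean inhibition of at least 75% with every replicate also reaching 75%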;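 also: 0% = median of neutral control wells and 100% = pilot-screen positive control compound; some compounds past the cut are filed as inactive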
TWEAK Fn14 block = TWEAK-Fn14 signaling inhibition; TWEAK-stimulated Fn14 reporter cells, luciferase luminescence, 8 h; inhibition, % at 10 µM; 360,000 compounds, 2% hits; AID 1159606; in the data active = inhibition above about 50%
SRC3 inh = inhibitors of human steroid receptor coactivator 3 (SRC3). HEK293 GAL4-SRC3 luciferase reporter, luminescence. 360,000 compounds, 0.17% hits. Q9Y6Q9. inhibition, % at 3.6 µM;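 active = inhibition above a per-campaign cutoff, the mean of all compounds plus 3 SD, cut at about 60% in these data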;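 also: 0% = DMSO-treated cells and 100% = gossypol-treated cells at 36 µM; higher means less SRC3-driven luciferase light from the GAL4 reporter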
TROY NFkB inh = inhibitors of TROY-dependent NF-kB signaling; Q293 LMP1-TROYcd NF-kB luciferase reporter, 4 h; inhibition, % at 10 µM; 360,000 compounds, 0.98% hits; AID 1347056;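 active = compounds whose plate-normalised and pattern-corrected inhibition of the luciferase reporter signal at the single screening dose is 50% or more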
NR5A2 inv ag = suppresses constitutive activity of human LRH-1. O00482. HEK293T StAR-luciferase reporter, LRH-1 transfected, 24 h. inhibition, % at 3.6 µM. 360,000 compounds, 0.13% hits. AID 602396;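 active = inhibition above the mean inhibition of all tested compounds plus 3 SD, cut at about 73% in these data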;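 also: 0% = DMSO wells and 100% = reporter-only cells lacking LRH-1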
Target sequence (O00482 whole entry, looked up): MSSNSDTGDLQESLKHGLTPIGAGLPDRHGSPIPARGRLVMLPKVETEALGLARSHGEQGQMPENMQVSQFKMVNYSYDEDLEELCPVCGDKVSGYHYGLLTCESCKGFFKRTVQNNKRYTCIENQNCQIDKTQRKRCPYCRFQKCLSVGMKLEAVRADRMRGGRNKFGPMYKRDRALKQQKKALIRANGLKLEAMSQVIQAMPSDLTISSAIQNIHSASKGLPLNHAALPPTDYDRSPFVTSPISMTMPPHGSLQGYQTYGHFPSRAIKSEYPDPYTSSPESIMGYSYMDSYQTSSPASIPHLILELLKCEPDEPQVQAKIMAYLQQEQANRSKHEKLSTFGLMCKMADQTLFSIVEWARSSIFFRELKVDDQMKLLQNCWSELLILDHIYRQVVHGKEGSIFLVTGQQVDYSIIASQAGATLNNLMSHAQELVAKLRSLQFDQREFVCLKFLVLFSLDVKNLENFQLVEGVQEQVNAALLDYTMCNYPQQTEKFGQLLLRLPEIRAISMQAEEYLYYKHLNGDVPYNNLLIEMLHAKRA
LMP1 NFkB inh = reduces LMP1-driven NF-kappaB luciferase signal; LMP1-induced NF-kappaB luciferase reporter cells, luminescence; inhibition, % at 12.5 µM; 350,000 compounds, 0.69% hits; in the data active = inhibition above about 41%;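 also: 0% = neutral control wells and 100% = reference inhibitor control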
Active calls of the source: *; · = no result given.

Below each compound: C8 TRAIL sens, KKLEB tox, SRC1 inh, CF NFkB block, NR2F2 inh, Shn3 inh set2, TWEAK Fn14 block, SRC3 inh, TROY NFkB inh, NR5A2 inv ag, LMP1 NFkB inh
1. C#CCNC(=O)C1=C[C@@H](c2cn(C(C)=O)c3ccccc23)C[C@@H](OCc2ccc(CO)cc2)O1
→ -7, 14, 10, -19, -2, 13, -18, 3, 1, -1, 1
2. CCC/C(=N/NC(=O)c1csc(C)c1C)c1ccc(Cl)s1
→ 37, -2, -44, -4, -16, -15, 0, -15, -33, -56, 3
3. CCOC(=O)C1=C(C)NC(=O)NC1c1ccc(OCC(=O)Nc2ccccc2)c(OC)c1 (stereo not drawn)
→ 10, -12, -2, 15, 1, 0, -47, 0, -3, 7, 8
4. COc1ccc(S(=O)(=O)NCCc2nnc3ccc(SCc4cccnc4)nn23)cc1
→ -3, -1, -9, 1, 8, 2, -4, 5, -6, 3, -6
5. COc1ccnc(-n2cccc2C#N)c1C#N
→ -3, -1, 7, 13, -9, -3, -13, 13, 12, 23, -2
6. CCSc1nc(N)nc2c1ncn2C1OC(CO)C(O)C1O (stereo not drawn)
→ -2, 6, -8, -10, -12, 0, -14, -2, 2, 2, -4
7. O=C1Nc2cc3c(cc2C1=O)sc1ccccc13
→ -12, 5, -27, -3, -7, -20, -26, 3, -13, -2, ·
8. CC(C)(C)N(CC#CCC1(O)c2ccccc2-c2ccccc21)CCO
→ -3, 12, -24, -13, -3, 2, 2, 5, 13, -3, 0
9. COc1ccc(NS(=O)(=O)c2ccc(-c3n[nH]c(=S)n3Cc3ccccc3)cc2)cc1
→ 7, 5, -18, 22, 1, 20, 8, 12, 1, 13, -2
10. COc1ccc(C)cc1N(CC(N)=O)S(=O)(=O)c1ccc(C)cc1
→ -8, -11, 7, -3, 11, 4, -1, 10, 16, 29, 0
11. O=C1C=C(c2ccc3ncccc3c2)C[C@@H](c2ccc3c(c2)OCO3)C1
→ 29, -15, 5, 32, 1, -19, -1, 3, 23, -2, 2
12. O=C(c1ccco1)N1CCN(Cc2csc(-c3ccccc3Cl)n2)CC1
→ 7, 1, -57, -24, -15, -17, 3, -25, -45, -38, -14
13. CCC(C)(C)NC(=O)c1ccc2c(c1)N(CC(=O)OC)C(=O)C(C)(C)O2
→ -4, -5, -24, -7, -3, -19, -15, -12, -7, -2, 3
14. CC[C@@H]1C/C=C\Cc2ccccc2[C@H](C(=O)C[C@H](O)CC(C)=O)OC1=O
→ 0, 13, -8, 2, 7, 13, -6, -2, 12, 0, 7
15. CC(=O)Nc1ccc(N2C(=O)CCC2=O)cc1C
→ 14, 7, -10, 12, 17, -2, 3, -3, 10, 10, -12
16. CC(=O)C1C(c2cccc([N+](=O)[O-])c2)C2C(C)=NN=C2CC1(C)O (stereo not drawn)
→ -3, -7, -8, 2, 7, 3, -5, 10, 11, -5, 12
17. CCN1C(=O)[C@H]2[C@@H](c3ccc(-c4ccccc4)cc3)N3CCCC[C@@]3(C(=O)OC)[C@H]2C1=O
→ -1, -6, -9, 10, 0, -14, 17, -3, 9, -17, -9
18. COc1ccc(CCCC(=O)Nc2ccccc2F)cc1
→ -9, 10, -49, -4, -23, -45, -31, -38, -38, -47, -6
19. O=C(Oc1ccc(C(=S)N2CCOCC2)cc1)c1ccc(Br)cc1
→ -5, 10, 0, 3, -6, 8, -37, 2, 24, -2, -1
20. O=c1nc2sc3ccccc3n2c(=O)n1-c1cccc(Cl)c1
→ -5, 9, -101, 17, ·, -62, 10, -94, -51, -69, -38

Ordered by formula weight (low to high): part of the list above.
Below each compound: C8 TRAIL sens, KKLEB tox, SRC1 inh, CF NFkB block, NR2F2 inh, Shn3 inh set2, TWEAK Fn14 block, SRC3 inh, TROY NFkB inh, NR5A2 inv ag, LMP1 NFkB inh
18. COc1ccc(CCCC(=O)Nc2ccccc2F)cc1
→ -9, 10, -49, -4, -23, -45, -31, -38, -38, -47, -6
6. CCSc1nc(N)nc2c1ncn2C1OC(CO)C(O)C1O (stereo not drawn)
→ -2, 6, -8, -10, -12, 0, -14, -2, 2, 2, -4
8. CC(C)(C)N(CC#CCC1(O)c2ccccc2-c2ccccc21)CCO
→ -3, 12, -24, -13, -3, 2, 2, 5, 13, -3, 0
19. O=C(Oc1ccc(C(=S)N2CCOCC2)cc1)c1ccc(Br)cc1
→ -5, 10, 0, 3, -6, 8, -37, 2, 24, -2, -1
9. COc1ccc(NS(=O)(=O)c2ccc(-c3n[nH]c(=S)n3Cc3ccccc3)cc2)cc1
→ 7, 5, -18, 22, 1, 20, 8, 12, 1, 13, -2
4. COc1ccc(S(=O)(=O)NCCc2nnc3ccc(SCc4cccnc4)nn23)cc1
→ -3, -1, -9, 1, 8, 2, -4, 5, -6, 3, -6

Further structures:
Below each compound: C8 TRAIL sens, KKLEB tox, SRC1 inh, CF NFkB block, NR2F2 inh, Shn3 inh set2, TWEAK Fn14 block, SRC3 inh, TROY NFkB inh, NR5A2 inv ag, LMP1 NFkB inh
21. Nc1nnc(SCc2cccnc2)s1
→ -12, 1, -42, -16, 5, -4, 7, 10, 6, -25, 5
22. CCC(C)C(=O)N1CCc2cc(-c3csc(N)n3)ccc21 (stereo not drawn)
→ 27, 0, -78, -1, -58, -68, -4, -70, 7, -162, -15
23. CCCC(C)NC(=O)c1cc(S(=O)(=O)N2CCCCCC2)ccc1OC (stereo not drawn)
→ -10, 0, 4, 18, 15, 16, 16, -4, 14, 10, -7
24. CCOc1ccc(N(CC(=O)O)S(=O)(=O)c2ccc(OC)c(OC)c2)cc1
→ -26, -7, 0, 8, 17, -12, 2, -1, 10, 5, -3
25. Fc1ccc(NC(=S)NCCN2CCOCC2)cc1
→ -8, -4, 2, 2, -1, -21, -13, 17, -6, -8, 25
26. Cc1ccc2c(c1)[C@@H](O)C[C@@H](C)N2N=O
→ 13, -3, -14, 4, -3, 1, 26, -29, -13, 24, 1
27. CCCc1cc(=O)[nH]c(SCC(=O)Nc2oc(C)c3c(C)n[nH]c(=O)c23)n1
→ -21, 9, -16, -3, -13, 15, 16, -8, -7, 30, -2
28. FC(F)(F)c1nc(-c2cccs2)ncc1-c1nnnn1-c1ccc(Cl)cc1
→ 33, 2, 6, 4, 4, 86*, 99*, 18, 66*, 4, 25
29. CCOC(=O)Nc1ccc2c3c(cccc13)-c1ccccc1-2
→ 26, -18, -32, -3, -34, -31, -8, -32, -56, -65, -25
30. O=S(=O)(c1ccc2c(c1)N(Cc1ccc(Cl)cc1)C1CCCN21)N1CCOCC1 (stereo not drawn)
→ 13, 3, -1, 2, 4, 8, 1, -17, -3, 8, -4
31. Cc1nn(CC(=O)Nc2nnc(CC(=O)N3CCCC3)s2)c(=O)c2ccccc12
→ -8, -4, -13, -8, 1, -6, -13, 19, -16, 16, -1
32. COC(=O)[C@@]12CCCCN1[C@H](c1ccc(-c3ccc(F)cc3)c(OC)c1)[C@H]1C(=O)N(C)C(=O)[C@H]12
→ 0, 7, -5, -14, -2, -8, 2, -5, 1, -9, 2
33. O=c1c2ccccc2nnn1CSc1nnc2ccccn12
→ 2, 8, -86, 5, -45, -30, -18, -67, -46, -91, -2
34. Cc1ccc(C(=O)NC(C)CCc2ccccc2)cc1[N+](=O)[O-] (stereo not drawn)
→ 3, -1, -5, -1, -11, -14, -2, 2, 2, -7, 3
35. CCOC(=O)N1CCN(CCC(=O)Nc2cccc(Cl)c2C)CC1
→ -5, -1, 0, 2, 18, -4, -3, -24, 1, -7, -3
36. O=C(C[C@H]1C/C=C\CC[C@H](Cc2ccc(F)cc2)C(=O)OC[C@@H](Cc2c[nH]c3ccccc23)NC1=O)NCCO
→ 10, 12, -19, -1, -2, 7, -3, -4, -1, 1, 0
37. CCN1CCN(c2oc(/C=C/c3ccccc3)nc2C#N)CC1
→ -12, 6, -6, -12, -5, -22, 21, -11, 53*, -12, 5
38. COc1ccc(CC(=O)Nc2cccc(/C(C)=N/NC(=O)C3(C)CC3(Br)Br)c2)cc1 (stereo not drawn)
→ 9, -4, 0, 23, -13, 7, 0, -2, 9, 10, 4
39. CC1CCCN(C2=C(Cl)C(=O)N(c3cccc(Cl)c3)C2=O)C1 (stereo not drawn)
→ 0, 9, -16, 19, 10, -4, 0, -4, 0, -2, -2
40. CC(C)Cc1ccc(S(=O)(=O)NCC2CCCO2)cc1 (stereo not drawn)
→ -4, -10, -3, 12, 18, 6, -2, 1, 12, -7, -1

Printed as active in TWEAK Fn14 block, of those listed so far:
item	molecule	SRC1 inh	CF NFkB block	NR2F2 inh	Shn3 inh set2	TWEAK Fn14 block	SRC3 inh	NR5A2 inv ag	LMP1 NFkB inh
28	FC(F)(F)c1nc(-c2cccs2)ncc1-c1nnnn1-c1ccc(Cl)cc1	6	4	4	86*	99*	18	4	25

A few values from the results shown.
cpd 40 – KKLEB tox = -10
cpd 38 – LMP1 NFkB inh = 4
cpd 29 – NR5A2 inv ag = -65
cpd 2 – C8 TRAIL sens = 37
cpd 1 – NR2F2 inh = -2
cpd 33 – TWEAK Fn14 block = -18

(cont.)
Below each compound: C8 TRAIL sens, KKLEB tox, SRC1 inh, CF NFkB block, NR2F2 inh, Shn3 inh set2, TWEAK Fn14 block, SRC3 inh, TROY NFkB inh, NR5A2 inv ag, LMP1 NFkB inh
41. COC(=O)c1cc2nc(-c3ccccc3)cc(C)n2n1
→ -13, 9, 14, -17, -3, 2, -3, 19, -9, 15, 1
42. O=C(COc1ccc(S(=O)(=O)NCCc2ccccc2)cc1)N1CCCC1
→ 10, 1, -3, 7, 8, -38, 12, 16, -6, 4, -2
43. COc1ccc(S(=O)(=O)N2CCN(CC(=O)NCC3(N4CCOCC4)CCCCC3)CC2)cc1
→ -8, 0, -5, 9, 10, 60, 5, 11, -6, 16, -5
44. Cc1c(C(=O)NCc2ccc3c(c2)OCO3)sc2nc(-c3ccccc3)cn12
→ -14, 11, -32, -72, 11, 4, -30, -31, -9, -13, 3
45. C/C(N)=C(/C#N)C(=O)CN1CCCCC1
→ 21, 2, -10, -1, 5, -10, 27, 15, 3, 2, -7
46. Cc1occc1-c1nnc(SCC(=O)NC2CC2)n1C(C)C
→ -7, -3, -46, -19, 11, -2, -5, 2, -8, -3, 2
47. COc1cc(CCC(=O)OCC(=O)Nc2ccccc2C(C)C)cc(OC)c1OC
→ -6, 0, 6, -8, 9, 3, -32, 4, -6, -21, 2
48. CCOc1ccc(NS(=O)(=O)c2cccc(C(=O)N(C)Cc3ccco3)c2)cc1
→ 2, 4, -14, 13, 13, 47, 14, 3, 11, 10, -4

Assay outcomes deposited in PubChem BioAssay by several laboratories.

The list is partial; the hit share may differ from the screen's.
